Screening data (PubChem BioAssay)
DT40 TDP1 no CPT = qHTS for Inhibitors of human tyrosyl-DNA phosphodiesterase 1 (TDP1): qHTS in cells in absence of CPT. DT40 Tdp1-/- hTDP1 cells, no CPT, ATP luminescence, 48 h. Potency, µM (top dose mostly 46.2 µM), without a hit: top-dose activity change, negative = growth inhibition, actives largely listed as inhibitors. 15% of 420,000 active. AID 686978, 2013; further: nearly all actives have a fitted effect of over 55% in size
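Luminescent ATP content (CellTiter-Glo) served as the growth readout. Knockout chicken DT40 cells expressing human TDP1 were exposed to compounds without camptothecin for a minimum 48 hr at 37 °C.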
TDP1 inh = qHTS Assay for Inhibitors of Tyrosyl-DNA Phosphodiesterase (TDP1). Tyrosyl-DNA phosphodiesterase 1 (Homo sapiens), Q9NUW8. recombinant TDP1, AlphaScreen DNA substrate cleavage. Potency, µM (doses to about 130 µM), inactives show at the highest dose activity change, negative = inhibition, actives largely listed as inhibitors. 0.28% of 350,000 active. AID 485290, 2010; further: nearly all actives have a fitted effect of over 40% in size
Target sequence (Q9NUW8 whole entry, looked up): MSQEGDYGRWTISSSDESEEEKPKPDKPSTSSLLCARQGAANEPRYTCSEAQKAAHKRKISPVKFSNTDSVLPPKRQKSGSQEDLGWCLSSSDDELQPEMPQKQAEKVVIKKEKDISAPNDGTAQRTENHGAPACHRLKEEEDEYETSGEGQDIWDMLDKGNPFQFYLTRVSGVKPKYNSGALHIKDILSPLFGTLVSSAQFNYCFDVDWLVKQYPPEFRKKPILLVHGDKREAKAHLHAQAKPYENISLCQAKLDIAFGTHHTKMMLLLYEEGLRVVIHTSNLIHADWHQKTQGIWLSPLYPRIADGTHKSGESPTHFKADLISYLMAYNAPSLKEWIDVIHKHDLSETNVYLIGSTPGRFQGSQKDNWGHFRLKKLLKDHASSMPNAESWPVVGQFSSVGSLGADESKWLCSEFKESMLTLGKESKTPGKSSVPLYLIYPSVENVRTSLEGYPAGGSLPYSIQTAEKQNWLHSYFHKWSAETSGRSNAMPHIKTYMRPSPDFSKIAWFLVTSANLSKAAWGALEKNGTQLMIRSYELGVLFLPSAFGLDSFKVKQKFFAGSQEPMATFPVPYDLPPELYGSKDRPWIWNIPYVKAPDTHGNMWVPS
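AlphaScreen read-out: signal falls as enzyme removes the 3' tyrosine-FITC from a 5'-biotinylated DNA oligo (15 nM, 5 min, RT). Enzyme was E. coli-made recombinant Tdp1 at 1 nM, exposed to compound for 15 min beforehand; beads 10 ug/ml, 10 min.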
N370S GC mod = qHTS Assay for Inhibitors and Activators of N370S glucocerebrosidase as a Potential Chaperone Treatment of Gaucher Disease. Potency, µM (series often up to 59.4 µM), without a hit: top-dose activity change, negative = inhibition, most hits filed as inhibitors. AID 2101, 2009. N370S GC spleen homogenate, 4MU-glucoside fluorescence. 0.092% of 330,000 active;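 further: 0% = full enzyme activity and -100% = no enzyme basal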
* hit, by the source's call; u = inconclusive; x = no result given; & = joins results of further samples; [ ] = remark or other dose. The call rests on the fitted dose curve; in most records, active means well fitted curve in the direction sought with a large enough effect; inconclusive means small, poorly fitted or top-dose-only effect, or another doubt; inactive means no such curve, though single readings can be large; an effect the other way counts as inactive or inconclusive. Unless noted, on the % scale 0 is the no-effect control and ±100 the full control effect; potency means the concentration at half of the fitted maximal effect. Some of the compounds tested; the hit share may differ from the screen's.

The opening 5 records as a preview:
SMILES	DT40 TDP1 no CPT	TDP1 inh	N370S GC mod
CCC(=O)Nc1cccc(-c2ccc(N3CCN(C)CC3)nn2)c1	-17%	5%	0%
Cc1ccc(-c2cc(C(=O)N3CCc4ccccc4C3)[nH]n2)cc1C	u	-1%	-2%
Cc1cc(C(=O)NC(=S)Nc2cccc(C(=O)O)c2C)ccc1[N+](=O)[O-]	7%	0%	4%
CC(C)(C)c1ccc(C(=O)N2CCN(Cc3cc(=O)n4nc(-c5ccccc5F)sc4n3)CC2)cc1	-1%	5%	x
Cc1cc(C)c(NC(=O)CO/N=C2\CCCc3nonc32)c(C)c1	-13%	-3%	-3%

All compounds of this part, repeating the preview:
SMILES	DT40 TDP1 no CPT	TDP1 inh	N370S GC mod
CCC(=O)Nc1cccc(-c2ccc(N3CCN(C)CC3)nn2)c1	-17%	5%	0%
Cc1ccc(-c2cc(C(=O)N3CCc4ccccc4C3)[nH]n2)cc1C	u	-1%	-2%
Cc1cc(C(=O)NC(=S)Nc2cccc(C(=O)O)c2C)ccc1[N+](=O)[O-]	7%	0%	4%
CC(C)(C)c1ccc(C(=O)N2CCN(Cc3cc(=O)n4nc(-c5ccccc5F)sc4n3)CC2)cc1	-1%	5%	x
Cc1cc(C)c(NC(=O)CO/N=C2\CCCc3nonc32)c(C)c1	-13%	-3%	-3%
CCOC(=O)C(O)(CC(=O)c1ccc(Cl)cc1)C(=O)OCC	-2%	6%	9%
CC1CCN(c2nc3c(c(=O)n(C)c(=O)n3C)n2CCSc2nc3ccccc3s2)CC1	21µM*	2%	-1%
O=C(/C=C/c1ccc(Br)cc1)Nc1ccc(S(=O)(=O)Nc2ncccn2)cc1	7%	1%	5%
COc1ccc(N2CCN(C(=O)c3sc4nc(-c5ccc(F)cc5)cn4c3C)CC2)cc1	-1%	7%	15%
O=C(NCc1ccco1)c1ccc2nccnc2c1	-9%	1%	4%
COc1ccccc1C(=O)NC(CCSC)C(=O)N1CCN(C/C=C/c2ccccc2)CC1 (stereo not given)	21µM*	-24%[0.505 µM]	-5%
Cn1c(/C(C#N)=C/C2CC=CCC2)nc2ccccc21 (stereo not given)	u	0%	24%
Cn1cnnc1Sc1ccc(S(C)(=O)=O)cc1[N+](=O)[O-]	-24%	6%	2%
Cc1ccc(CCNC(=O)CCn2ccc3cc(S(=O)(=O)N4CCCC4)ccc32)cc1	u	1%	-9%
Cc1cccc(C(=O)OCC(=O)N2CC(C)OC(C)C2)c1C (stereo not given)	2%	x	-1%
Cc1ccccc1C(=O)Nc1cccc(OCc2cc(=O)n3cccc(C)c3n2)c1	u	0%	x
COc1cc(C(=O)NNC(=O)NC2CCCCC2)cc(OC)c1OC	-18%	6%	1%
COc1ccc(NC(=O)CCc2c(C)nc3c(c2C)c(=O)n(C)c(=O)n3C)c(OC)c1	u	1%	x
CCc1c(C)sc(NC(=O)C2c3ccccc3Oc3ccccc32)c1C(=O)OC(C)C	0%	4%	x
Cc1sc2nc(CN3CCCCC3)nc(Cl)c2c1C	16µM*	-5%	6%
CN(Cc1ccccc1)C(=O)CCC1CCN(S(C)(=O)=O)CC1	2%	x	-6%
Cc1cccc(-c2nc3c4ccccc4nc(N4CCN(c5ccccc5F)CC4)n3n2)c1	-8%	1%	x
CCn1c(C)c(C)c2cc(C(=O)NCCN3CCOCC3)ccc21	11%	8%	-26%
O=c1c([N+](=O)[O-])c(N2CCCCCC2)c2ccccc2n1-c1ccccc1	u	0%	19%
CC(=O)NCCNc1nc(-c2ccccc2Cl)nc2ccccc12	u	11%[56.1 µM]	-27%
CC(C)CC1NC(=O)N(CC(=O)c2ccc3c(c2)OCCO3)C1=O (stereo not given)	-33%	-7%	-2%
CC1CCc2nc(NC(=O)c3ccc(S(=O)(=O)N4CCCc5ccccc54)cc3)sc2C1 (stereo not given)	-27%	7%	-9%
CC(C)Cn1c(-c2ccccc2F)n[nH]c1=S	-7%	x	1%
CCc1nc2sc3c(c2c(=O)n1N)CC(C)(C)OC3	-6%	5%	0%
COc1ccc(N2CCN(C(CNS(=O)(=O)c3ccccc3)c3ccccc3)CC2)cc1 (stereo not given)	u	11%	-6%

In the list so far, three contain a nitro group on carbon.
SMILES	DT40 TDP1 no CPT	TDP1 inh	N370S GC mod
Cc1cc(C(=O)NC(=S)Nc2cccc(C(=O)O)c2C)ccc1[N+](=O)[O-]	7%	0%	4%
Cn1cnnc1Sc1ccc(S(C)(=O)=O)cc1[N+](=O)[O-]	-24%	6%	2%
O=c1c([N+](=O)[O-])c(N2CCCCCC2)c2ccccc2n1-c1ccccc1	u	0%	19%

Continued.
SMILES	DT40 TDP1 no CPT	TDP1 inh	N370S GC mod
CCN(CCCNC(=O)c1nn(-c2ccc(OC)cc2)c(=O)c2c1c1ccccc1n2C)c1cccc(C)c1	u	-9%	x
O=C(CCCc1c[nH]c2ccccc12)Nc1ncccc1O	-1%	3%	0%
FC(F)(F)c1cnc(NNC(=S)Nc2ccc(Cl)cc2)c(Cl)c1	13µM*	9%	0%
O=S(=O)(N/N=C/c1ccc2c(c1)OCCO2)c1ccccc1	-16%	8%	u
O=C1CC(c2cccc(F)c2)c2c(c3ccccc3[nH]c2=O)O1 (stereo not given)	-5%	0%	u
CN(C(=O)COC(=O)C1CCN(S(=O)(=O)c2cccs2)CC1)c1ccccc1	u	0%	-1%
O=C(CN1CCN(c2ccc(F)cc2)CC1)N1N=CCC1c1ccccc1 (stereo not given)	-19%	0%	9%
O=C(c1cc(C2CC2)nn1-c1ccccc1)N1CCN(Cc2ccc(Cl)cc2)CC1	12µM*	2%	x
N[C@@H](Cc1cc(I)c(Oc2ccc(O)cc2)c(I)c1)C(=O)O	u	6%	-1%
CN(Cc1cnn(C)c1)Cc1nc(C(c2ccccc2)c2ccccc2)no1	-11%	3%	-1%
O=C(CCNC(=O)N1CCn2c1nc1ccccc12)NCc1ccc(F)cc1	14%	8%	-6%
CN(C)C(=O)c1ccccc1Sc1cc(Cl)ccc1Cl	u	0%	-9%
CCc1ccc(NC(=O)C(C)OC(=O)C2CCN(c3ccc(C(F)(F)F)cn3)CC2)cc1 (stereo not given)	u	-5%	-3%
COc1cccc(CNS(=O)(=O)c2c(C)nc3scc(C)n3c2=O)c1	18%&0%	0%	-4%
CCOC(=O)c1sc(C)c2c(=O)n(CC(=O)c3ccc(Br)cc3)nnc12	u	8%	0%

4 compounds from above with just TDP1 inh and N370S GC mod.
canonical_smiles,TDP1 inh,N370S GC mod
O=C(c1cc(C2CC2)nn1-c1ccccc1)N1CCN(Cc2ccc(Cl)cc2)CC1,2%,x
N[C@@H](Cc1cc(I)c(Oc2ccc(O)cc2)c(I)c1)C(=O)O,6%,-1%
CN(Cc1cnn(C)c1)Cc1nc(C(c2ccccc2)c2ccccc2)no1,3%,-1%
O=C(CCNC(=O)N1CCn2c1nc1ccccc12)NCc1ccc(F)cc1,8%,-6%

Going on with the list:
SMILES	DT40 TDP1 no CPT	TDP1 inh	N370S GC mod
O=C(c1ccc2c(c1)OCO2)C1CCCN(Cc2ccc3cccc(F)c3n2)C1 (stereo not given)	21µM*	-1%	-3%
CCOc1ccc(-c2c(C)nn3c(C)c(C(=O)NCc4cccc(OC)c4)cnc23)cc1OCC	u	2%	x
Cc1ccc(NC(=O)CSc2nnc(Cc3cccn3C)n2-c2ccc(F)cc2)cc1	-27%	8%	-2%
O=C1C2C3C=CC(C3)C2C(=O)N1c1nccs1 (stereo not given)	1%	-3%	-1%
CCOC(=O)C1CCCCN1Cc1cn[nH]c1-c1ccc(F)cc1F (stereo not given)	-12%	1%	-13%
O=C(CSC1=NS(=O)(=O)c2cc(Cl)ccc2N1)NCc1ccc(F)cc1	-2%	3%[0.505 µM]	-7%
Cc1coc2c(C)c3oc(=O)c(CCC(=O)N(C)CC(=O)O)c(C)c3cc12	-29%	x	2%
N=c1oc2ccccc2cc1C(=O)Nc1ccc(F)cc1	-21%	x	10%
CCCCOC(=O)c1ccc(NC(=O)c2cnc3n(c2=O)CCS3)cc1	u	3%	-21%
CCN(CC)c1ccc(NC(=O)CN2C(=O)CC(C)(C)S(=O)(=O)c3ccccc32)c(C)c1	16µM*	8%	3%
Cc1ccc(S(=O)(=O)NCCCNS(=O)(=O)c2ccccc2)cc1	-16%	x	0%
COc1cccc(-c2cc(C(=O)N3N=C(C)CC3(O)C(F)F)c3ccccc3n2)c1 (stereo not given)	-10%	7%	-13%
COc1ccc(Cl)cc1NC(=O)CSc1nc(NS(=O)(=O)c2ccccc2)cc(=O)[nH]1	12%	2%[0.0935 µM]	1%
Cc1ccc(NC(=O)C(=O)NCc2ccccn2)cc1	6%	4%	1%
CN(C)c1ccc(NC(=O)Cn2c(SCc3ccc(F)cc3)nc3cccnc32)cc1	u	7%	x
COc1ccc(C(=O)/C=C/C(=O)N(Cc2ccc3c(c2)OCO3)C(C(=O)NC2CCCCC2)c2ccncc2)c(O)c1 (stereo not given)	23µM*	3%	-3%
O=C(COC(=O)c1cc(Cl)ccc1Cl)NCCN1C(=O)CSC1=O	u	0%	14%
CCOC(=O)/C(C#N)=C\c1ccco1	2%	x	-27%
O[C@@H]1COC(Nc2ccc(N=Nc3ccccc3)cc2)C[C@@H]1O (stereo not given in full)	1%	x	3%
Cc1ccc2c(c1C)NC(=O)C21N2CCCC2C(C(=O)c2ccc3ccccc3c2)C12C(=O)Nc1ccccc12 (stereo not given)	12µM*	-2%	8%
COc1cccc(C(=O)N2CCCCC2CCN2CCCCC2)c1 (stereo not given)	-16%	5%	x
CCCCn1c(N)c(N(CCC(C)C)C(=O)C2CCCO2)c(=O)[nH]c1=O (stereo not given)	-8%	-8%	-3%
COc1cccc(-c2nnc(SCC(=O)Nc3cc(C)on3)o2)c1	u	8%	5%
O=C(COn1nnc2ccc(S(=O)(=O)N3CCOCC3)cc21)NCCc1ccccc1	u	-1%	-1%
Cc1ccc(S(=O)(=O)NCC(=O)N/N=C/c2ccccc2O)cc1	6.5µM*	4%	-8%
Cc1cc(Nc2cc(Cl)ccc2C)n2nc(Cc3ccccc3)nc2n1	u	5%	x
O=c1cc(-c2ccccc2Cl)oc2c(NS(=O)(=O)c3cc(Cl)cc(Cl)c3O)ccc(O)c12	12µM*	19%&12%	7%&2%
CCN(c1ccccc1)S(=O)(=O)c1cc([N+](=O)[O-])ccc1N	-29%	3%	-1%
O=C(CN1C(=O)c2ccccc2S1(=O)=O)Nc1cccc(S(=O)(=O)N2CCCCC2)c1	18µM*	3%	x
CCSc1nc2ccccc2n1Cc1cccc([N+](=O)[O-])c1	u	0%	1%

Single values from the list.
DT40 TDP1 no CPT with CCOC(=O)/C(C#N)=C\c1ccco1 is entered as 2%
N370S GC mod with O=C(COC(=O)c1cc(Cl)ccc1Cl)NCCN1C(=O)CSC1=O is entered as 14%
TDP1 inh with Cc1ccc2c(c1C)NC(=O)C21N2CCCC2C(C(=O)c2ccc3ccccc3c2)C12C(=O)Nc1ccccc12 (stereo not given) is entered as -2%
DT40 TDP1 no CPT with CCN(c1ccccc1)S(=O)(=O)c1cc([N+](=O)[O-])ccc1N is entered as -29%
TDP1 inh with O=C(COn1nnc2ccc(S(=O)(=O)N3CCOCC3)cc21)NCCc1ccccc1 is entered as -1%
TDP1 inh with COc1ccc(C(=O)/C=C/C(=O)N(Cc2ccc3c(c2)OCO3)C(C(=O)NC2CCCCC2)c2ccncc2)c(O)c1 (stereo not given) is entered as 3%

Going on with the list.
SMILES	DT40 TDP1 no CPT	TDP1 inh	N370S GC mod
COCc1ccc(C(=O)N2CCCC(C(=O)c3cc(F)ccc3F)C2)s1 (stereo not given)	-18%	3%	0%
O=c1c(-c2ccc(Cl)cc2)nc2cnc(N3CCNCC3)nc2n1CCc1ccccc1	18µM*	x	-14%
COc1ccc(N2CCn3c2nc2c3c(=O)n(CCc3ccccc3)c(=O)n2C)cc1	x	-1%	5%
CCc1c(C)sc(NC(=O)c2ccc(Br)o2)c1C(=O)OC	u	7%	21%
COc1ccc(-c2c(-c3ccccc3)n(C)c3ccccc23)cc1	-19%	6%	x
